Compound activity as filed in PubChem.
3T3 cytotox – NIH 3T3 cell cytotoxicity; NIH 3T3 viability, CellTiter-Glo ATP luminescence, 48-72 h; Potency, µM (top dose mostly 96.7 µM), inactives show at the highest dose activity change, negative = cytotoxicity, hits mostly inhibitors; 4.3% of 94,000 active; AID 1345082; note: potency is the fitted concentration of half-maximal effect; nearly all actives have a fitted effect of over 55% in size
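Cytotoxicity is measured as loss of cellular ATP: NIH 3T3 cells (400/well) are exposed to compound for 48 or 72 hr at 37 °C, then CellTiter-Glo luminescence is imaged after 10 min at room temperature.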
FLuc inh – blocks purified firefly luciferase enzyme activity. 2.5% of 76,000 active. AID 1347043. purified P. pyralis luciferase, luminescence, biochemical. P08659. Potency, µM (top dose mostly 115 µM), inactives show top-dose activity change, negative = inhibition, usual class: inhibitors; note: potency is the fitted concentration of half-maximal effect; nearly all actives have a fitted effect of over 65% in size
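Biochemical qHTS: compound (6-point titration) added to 10uM D-luciferin plus 10uM ATP in Tris acetate pH 7.5 buffer with Mg, Tween-20 and BSA, then purified enzyme at 10nM; light output imaged.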
HEK293 viab – reduces viability of HEK-293 SNCA reporter cells; 0.12% of 150,000 active; AID 1671193; HEK-293-SNCA-luc viability, GF-AFC fluorescence, 24 h; Potency, µM (doses to about 57.1 µM), inactives show at the top dose activity change, negative = cytotoxicity, actives largely listed as cytotoxic;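 note: potency is the fitted concentration of half-maximal effect; 0% = DMSO-treated cells and -100% = medium-only wells without cells; nearly all actives have a fitted effect of over 30% in size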
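Cytotoxicity counterscreen: after 24 h compound treatment of genome-edited SNCA-luciferase HEK-293 cells, live-cell protease substrate GF-AFC read by fluorescence after 30 min; activity scaled between DMSO (0%) and medium-only (-100%), curves Hill-fitted.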
GPT2 inhibitor – inhibitors of human GPT2 alanine aminotransferase; Q8TD30; 0.25% of 100,000 active; Recombinant GPT2, coupled pyruvate oxidase/HRP Amplex Red fluorescence; Potency, µM (series often up to 57.7 µM), without a hit: at the top dose activity change, negative = inhibition, most hits filed as inhibitors; note: potency is the fitted concentration of half-maximal effect; nearly all actives have a fitted effect of over 60% in size; many of its hits are not listed in these tables
Target sequence (Q8TD30 whole entry, looked up): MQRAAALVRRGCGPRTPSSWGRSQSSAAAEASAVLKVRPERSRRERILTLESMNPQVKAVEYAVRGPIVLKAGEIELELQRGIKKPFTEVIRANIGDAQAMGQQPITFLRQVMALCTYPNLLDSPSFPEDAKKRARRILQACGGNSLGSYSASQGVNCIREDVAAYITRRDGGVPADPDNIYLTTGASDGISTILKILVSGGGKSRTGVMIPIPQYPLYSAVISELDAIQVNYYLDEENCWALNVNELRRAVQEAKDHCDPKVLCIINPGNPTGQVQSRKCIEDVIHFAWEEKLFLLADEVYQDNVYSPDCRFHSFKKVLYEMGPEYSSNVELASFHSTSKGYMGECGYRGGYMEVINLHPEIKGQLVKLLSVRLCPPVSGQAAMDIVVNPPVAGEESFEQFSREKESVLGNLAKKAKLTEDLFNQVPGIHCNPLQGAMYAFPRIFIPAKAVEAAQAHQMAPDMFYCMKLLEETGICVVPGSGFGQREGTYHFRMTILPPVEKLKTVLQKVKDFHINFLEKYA
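Inhibition is scored from Amplex Red fluorescence generated when pyruvate oxidase and HRP act on pyruvate released by GPT2. Reactions contain 10ng/uL enzyme, 250uM a-KG and 2mM L-alanine and run 30 min at room temperature.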
IP6K1 inhibitor – IP6K1 kinase inhibition | Q92551 | IP6K1 kinase, ADP-Glo luminescence, 2 h; hits give low values | activity change, % (series mostly up to about 58 µM) | 0.81% of 140,000 active; in the data active = activity change below about -25%
Target sequence (Q92551 whole entry, looked up): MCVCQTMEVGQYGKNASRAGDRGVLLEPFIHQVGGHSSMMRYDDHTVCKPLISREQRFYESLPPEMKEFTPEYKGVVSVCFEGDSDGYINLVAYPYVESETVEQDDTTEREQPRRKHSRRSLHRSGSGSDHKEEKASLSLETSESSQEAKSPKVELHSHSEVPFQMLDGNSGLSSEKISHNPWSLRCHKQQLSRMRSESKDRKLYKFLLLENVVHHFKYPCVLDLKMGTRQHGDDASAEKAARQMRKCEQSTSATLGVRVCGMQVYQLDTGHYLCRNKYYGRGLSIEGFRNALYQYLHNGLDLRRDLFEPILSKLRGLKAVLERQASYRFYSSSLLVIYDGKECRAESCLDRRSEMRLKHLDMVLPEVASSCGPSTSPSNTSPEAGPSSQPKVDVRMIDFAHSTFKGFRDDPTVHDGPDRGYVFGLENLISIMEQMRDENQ
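ADP-Glo luminescence measures ADP made by human IP6K1 during a 2 h RT reaction with ATP/IP6 (mix at 1.3 mM/130 uM); top library doses 57.5 and 19.1 uM final.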
HEK cytotox – kills HEK 293 cells; HEK 293 viability, ATP luminescence (CellTiter-Glo), 48-72 h; Potency, µM (highest dose often 115 µM), for inactives: at the highest dose activity change, negative = cytotoxicity, most hits filed as inhibitors; 6.6% of 94,000 active; AID 1345083; note: potency is the fitted concentration of half-maximal effect; nearly all actives have a fitted effect of over 60% in size
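HEK 293 cells at 250 cells/well were exposed to compounds by pintool transfer for 48 or 72 hr at 37 degree Celsius, 5% CO2. Viability was read as ATP-coupled luminescence with CellTiter-Glo after 10 min at room temperature.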
SNCA expr inh – SNCA gene expression inhibition; HEK-293 SNCA-luciferase knock-in, luminescence, 24 h; Potency, µM (doses to about 57.2 µM), for inactives: top-dose activity change, negative = inhibition, hits mostly inhibitors; 0.17% of 140,000 active; AID 1671194;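 note: potency is the fitted concentration of half-maximal effect; plate controls were DMSO cells for no effect and cell-free wells for full effect; nearly all actives have a fitted effect of over 45% in size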
* = called active by the depositor; i = inactive; ? = inconclusive; . = no result given; & = joins results of further samples; [ ] = dose if it differs, or a comment. Unless noted, calls come from the whole dose curve; as a rule, active = well fitted curve in the direction sought with a large enough effect; inconclusive = small, poorly fitted or top-dose-only effect, or another doubt; inactive = no such curve, though single readings can be large; an effect the other way counts as inactive or inconclusive. Unless noted, % is set by controls: 0 for no effect and ±100 for the full control effect. Only part of the results is shown (hit frequency here may not be typical).

SMILES	3T3 cytotox	FLuc inh	HEK293 viab	GPT2 inhibitor	IP6K1 inhibitor	HEK cytotox	SNCA expr inh
CSCc1ccc(C(=O)N2CCN(c3ccc(C)cc3)C(=O)C2)o1	-17%	-8%	5%	i	-2	-15%	-30%
CC(C)c1ccc(-n2cc(CN3CCCC4(C3)CN(C)C(=O)O4)cn2)cc1 (stereo not drawn)	?	?	4%	3%	8	?	113%[activator]
Cc1nn(CC(=O)NCCN2CCOC2=O)c(=O)n1CCc1ccccc1	-4%	0%	4%	2%	3	-5%	1%
CCOc1ccc(NC(=O)Cn2nc(Cc3ccncc3)c3ccccc3c2=O)cc1	.	.	-8%	.	7	.	?
NS(=O)(=O)NCCNc1nonc1C(=Nc1ccc(F)c(Br)c1)NO	.	.	3%&-17%&19%	?	-2&-10	.	-21%
Cc1cc(C(=O)N2CCCC2c2nc(CCOCC3CCCC3)no2)nn1C (stereo not drawn)	-7%	-2%	-10%	-1%	14	-19%	12%
Cc1ccc(S(=O)(=O)NC[C@H]2OC[C@@H](NCC(C)(C)C)[C@@H]2O)cc1	-6%[174 µM]	-1%[172 µM]	2%[87.6 µM]	1%[88.5 µM]	-9	2%[172 µM]	?
COc1ccc(CN2CCN3C(=O)N(Cc4ccc(OC)cc4)C[C@H]3C2)cc1	?	0%[172 µM]	-1%[87.6 µM]	-4%[88.5 µM]	-5	?	?
CCc1ccc2nc(N3CCC(C(=O)NCCC(C)C)CC3)sc2c1	.	.	1%	.	27	.	-92%
Cn1ccnc1C(=O)NCC1CCCCC(=O)N1 (stereo not drawn)	-22%	-3%	6%	-5%	-1	-11%	34%[activator]
COCCNc1nc(C)nc2c1CCN(Cc1ccccc1C#N)CC2	-24%	1%	2%	i	13	-12%	?
CCOC(=O)c1ccc(NC(=O)CSc2nc(-c3cccs3)cc(C(F)(F)F)c2C#N)cc1	.	.	5%	.	-3	.	-3%
COc1ccc(-c2onc(C)c2C)cc1S(=O)(=O)NC1CCC(C)CC1 (stereo not drawn)	.	.	-21%	.	5	.	-25%
O=C(C1CC1)N1CCN(C(=O)N2CC3CC(C2)[C@H]2CCCC(=O)N2C3)CC1 (stereo partly drawn)	-7%	-7%	23%	4%	1	-5%	4%
COc1cccc(NS(=O)(=O)c2ccc3[nH]cc(C(=O)N4CCCCCC4)c(=O)c3c2)c1	.	.	1%	.	45	.	-17%
CCc1ccc(S(=O)(=O)N(C(=O)c2ccncc2)c2ccc3oc(C)c(C(=O)OC)c3c2)cc1	.	.	-5%	.	-7	.	?
COCc1ncc2c(n1)CCCN(CC(=O)NCc1cccc(F)c1)C2=O	-18%	-8%	5%	-5%	13	-13%	10%
COc1ccc(C(=O)N2CCC3(C2)C(=NC2CCCC2)NC(=O)N3c2cc(F)cc(F)c2)cc1 (stereo not drawn)	?	.	0%	-10%	6	4%	?
O=C(CCc1ccc2c(c1)CN(C(=O)CN1CCCC1=O)CCO2)NCC1CC1	i	-7%	-3%[12.5 µM]	-30%	-2	i	8%
O=C(c1ccccc1)N1Cc2ccccc2CC2(CCCN2Cc2ccncc2)C1 (stereo not drawn)	?	.	-13%	i	-5	?	?
N#Cc1cccc(C(=O)Nc2ccc([C@@H](O)[C@H]3COCC(=O)N3Cc3ccc(F)cc3)cc2)c1	?	-11%	1%	i	-3	?	-17%
Cc1ccc(S(N)(=O)=O)cc1C(=O)N1CCN(c2ccccc2)C(=O)C1	i	-4%	3%	2%	-1	0%	9%
CCOc1ccc(C(=O)N2CCCN(S(C)(=O)=O)c3ccccc32)cc1OCC	-16%	15%	5%	-3%	-5	-16%	28%
O=C([C@@H]1C[C@H](F)CN1S(=O)(=O)c1cccc(Br)c1)N1CCCCC1	-8%	-6%	2%	i	4	-26%	-4%
CN(C1CCCCC1)S(=O)(=O)c1ccc(F)c(C(=O)Nc2ccc(C(F)(F)F)cc2)c1	.	.	11%	.	5	.	5%
CCN(CC)C(=O)[C@@H]1CCC[C@@H](NC(=O)c2cc(C)on2)CN(C)C(=O)C1	0%[174 µM]	-2%[172 µM]	3%[87.6 µM]	i	12	0%[172 µM]	-1%[87.6 µM]
COc1cc(NC(=O)CN2C(=O)NC3(CCS(=O)(=O)CC3)C2=O)cc(OC)c1	i	1%	6%	3%	5	4%	-1%
CCn1c(C)cc(C)c(C(=O)NCC2CCN(c3cnn(C)c(=O)c3)C2)c1=O (stereo not drawn)	4%	-5%	7%	i	-12	i	-1%
COc1ccc(OC2CN(Cc3cccc4ccccc34)C2)cc1	?	.	1%	0%	-13	?	9%
COc1ccc(CCNC(=O)c2cc3c(=O)n(C)c4ccccc4c3s2)cc1OC	.	.	-4%	.	-1	.	-18%
Cc1ccc2c(c1)nc1n2[C@@H](CNC(=O)c2cccnc2)COC1	-12%[174 µM]	10%[172 µM]	-2%[87.6 µM]	-6%[88.5 µM]	-3	4%[172 µM]	-21%[87.6 µM]
COc1ccc(NC(=O)Cn2c(=O)n(Cc3ccc4c(c3)OCO4)c(=O)c3ccc(C(=O)NC4CCCCC4)cc32)cc1	.	.	-8%	.	16	.	-2%
CN(C)CCNC(=O)c1ccnc(-c2nnc3ccc(Nc4ccccc4)nn23)c1	i	8%[172 µM]	0%[87.6 µM]	-6%[88.5 µM]	-11	?	-16%[87.6 µM]
O=C(NC1CCCN(c2cc(-c3ccccc3)[nH]n2)C1)c1ccc2nc[nH]c2c1 (stereo not drawn)	-6%	32µM*	-4%	-22%	0	-12%	35%[activator]
Cc1nc2c(c(-c3ccc(Cl)cc3)n1)CCN(C(=O)Cc1ccc(F)cc1)CC2	?	0%	-11%	-26%	12	-22%	6%
CN1c2cc(C(=O)Nc3cccc(C(F)(F)F)c3)ccc2C(=O)N2CCCCC21 (stereo not drawn)	?	-7%	-3%[12.5 µM]	-7%	-12	?	33%[activator]
CC(C)NC(=O)N[C@H]1CCN(C(=O)c2cccn2C)[C@@H]1C(=O)N[C@H](Cc1c[nH]c2ccccc12)C(N)=O	-3%	0%	2%	i	0	-6%	-21%
Cc1ccc(C(=O)N2C[C@H](c3nc(-c4ccncc4)no3)[C@@H](C)C2)c(C)c1	-26%	14%	-9%	2%	-2	?	-26%
CCOc1ccc(C(=O)Nc2ccc3nc4c(c(Nc5ccccc5OC)c3c2)CCCC4)cc1	.	.	?	.	10	.	?
Cc1ccc(-c2nnc(C3CN(C(=O)CC(C)C)CC34CCOCC4)o2)cc1 (stereo not drawn)	?	1%	6%	-16%	8	-14%	?
COc1cccc(C(=O)N2CC[C@@H]3CN(S(C)(=O)=O)[C@@H]3C2)c1C	4%	0%	-4%[12.5 µM]	-4%	12	4%	?
COc1ccc(F)c(CN2CCCC(O)(CN(C)Cc3ccccc3)C2=O)c1 (stereo not drawn)	0%	1%	-5%	-41%	10	?	7%
CNC(=O)[C@@H]1CN(Cc2ccc(F)c(F)c2)C[C@H]1CO	-5%	-11%	15%	i	5	-21%	-2%
Cc1scc(CN2CCN(c3ccc(F)cc3)CC2)c1C	.	.	9%	.	-5	.	48%[activator]
C=Cc1ccc(Cn2c(C(=O)OC)cc3sc(C)cc32)cc1	.	.	4%	.	25	.	51%[activator]
O=C(NCc1ccc(N2CCCCC2)cc1)c1cccc2c1CCN2C(=O)C1CC1	-18%	-5%	3%	-4%	-13	?	30%
Cn1ccc2c(-c3cc(NCCO)nc(N)n3)ccnc21	-2%	?	5%	i[11.5 µM]	38	i	112%[activator]
COC[C@@H]1CNC[C@H]1c1nc(C2CC2)no1	-11%	-15%	1%	?	-7	3%	-1%
CCOC(=O)c1ccccc1NC(=O)Cn1c(N2CCc3ccccc3C2)nc(C)cc1=O	-27%	-1%	-4%	-3%	8	-22%	14%
COc1cccc(-c2ccc3c(N)c(C(=O)Nc4ccccc4C)sc3n2)c1	.	.	?	.	-26*	.	?
CCCCn1cc(S(=O)(=O)c2ccc(OC)cc2)c(=O)c2cc(F)c(F)cc21	.	.	-4%	.	-1	.	9%
O=C1CCN(Cc2ccccn2)CCCC(c2nc(-c3cnccn3)no2)CCN1 (stereo not drawn)	-18%	-2%	2%	i	31	-21%	-12%
O=C(CN1CCN(Cc2ccc(F)cc2Cl)S1(=O)=O)Nc1ccc(F)cc1	.	.	-9%	.	-1	.	9%
CCn1ccc(C(=O)N2CCC(Oc3ccccc3)C2)n1 (stereo not drawn)	-10%	-7%	9%	1%	32	5%	23%
O=c1n(CC2CC2)nc2n1CCC(NS(=O)(=O)c1ccc3c(c1)CCC3)CC2 (stereo not drawn)	-31%	.	1%	i	6	?	-6%
Cc1ccc(CNC(=O)C2(c3ccc(NC(=O)C(C)C)cc3)CCC2)cc1C	-23%	12%	11%	4%	-1	?	7%
CCOCCCn1c(SCC(=O)NCc2ccccc2)nc2c(sc3ccccc32)c1=O	.	.	-1%	.	14	.	2%
COCc1cc(C[C@H]2CNCC[C@H]2CC(=O)NCc2ccc(OC)c(OC)c2)no1	?	-7%[172 µM]	10%[87.6 µM]	1%[88.5 µM]	7	?	2%[87.6 µM]
Cn1ccc(NC(=O)C2(C)CCCc3cnc(NCc4ccccc4)nc32)n1 (stereo not drawn)	45µM*	-12%[172 µM]	-15%[87.6 µM]	i	-5	?	6%[87.6 µM]
COc1ccc(S(=O)(=O)c2c(C(=O)c3ccc(C)c(C)c3)cnc3ccc(F)cc23)cc1	.	.	0%	.	4	.	?
COCCN1C(=O)CCC2(C(=O)Nc3cc(OC)cc(OC)c3)CCCC=C12 (stereo not drawn)	-4%	?	7%	i	11	-16%	133%[activator]

Entries of single compounds as entered above.
CCCCn1cc(S(=O)(=O)c2ccc(OC)cc2)c(=O)c2cc(F)c(F)cc21 is listed as 3T3 cytotox: .; FLuc inh: .; HEK293 viab: -4%; GPT2 inhibitor: .; IP6K1 inhibitor: -1; HEK cytotox: .; SNCA expr inh: 9%
COc1cccc(C(=O)N2CC[C@@H]3CN(S(C)(=O)=O)[C@@H]3C2)c1C is listed as 3T3 cytotox: 4%; FLuc inh: 0%; HEK293 viab: -4%[12.5 µM]; GPT2 inhibitor: -4%; IP6K1 inhibitor: 12; HEK cytotox: 4%; SNCA expr inh: ?
Cc1ccc(S(N)(=O)=O)cc1C(=O)N1CCN(c2ccccc2)C(=O)C1 is listed as 3T3 cytotox: i; FLuc inh: -4%; HEK293 viab: 3%; GPT2 inhibitor: 2%; IP6K1 inhibitor: -1; HEK cytotox: 0%; SNCA expr inh: 9%
